SIRT5 inh: sirtuin-5 (human) deacylase inhibition. Q9NXA8. Purified SirT5, succinyl-peptide AMC, trypsin-coupled fluorescence. inhibition, % at 15 µM. 1.1% of 330,000 active; in the data active = inhibition above about 15%; inconclusive = no clear call, values can overlap the other calls
Target sequence (Q9NXA8 whole entry, looked up): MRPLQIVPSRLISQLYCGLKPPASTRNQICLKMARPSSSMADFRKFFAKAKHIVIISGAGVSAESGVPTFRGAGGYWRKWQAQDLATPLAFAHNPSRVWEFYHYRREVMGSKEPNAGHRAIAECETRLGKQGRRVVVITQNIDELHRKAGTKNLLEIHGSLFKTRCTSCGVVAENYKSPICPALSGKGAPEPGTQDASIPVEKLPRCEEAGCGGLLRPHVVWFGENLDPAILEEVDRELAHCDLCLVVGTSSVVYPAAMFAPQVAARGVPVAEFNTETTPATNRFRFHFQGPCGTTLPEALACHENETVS
S100A4 inh HTS: inhibitors of human S100A4 binding to myosin IIA peptide; P26447; S100A4/TAMRA-MyoIIA peptide fluorescence polarization; inhibition, % at 10.7 µM; 0.14% of 360,000 active;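 active = mean inhibition of at least 70% across replicates, with every replicate also reaching that level; inconclusive = mean inhibition reaches 70% but some replicates fall short; inactive = mean inhibition below 70%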
Target sequence (P26447 whole entry, looked up): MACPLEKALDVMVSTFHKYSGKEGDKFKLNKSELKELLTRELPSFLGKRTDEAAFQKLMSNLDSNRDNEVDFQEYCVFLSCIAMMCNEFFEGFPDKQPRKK
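Assay system: human S100A4 monomer with TAMRA-labelled myosin IIA peptide / Buffer or medium: Calcium-containing HEPES buffer, pH 7.2 / Reagent: TAMRA-labelled myosin IIA heavy-chain peptide probe, 5 nM / Compound: one dose per compound / Timing: polarization read 5 min after assay mix addition, stable 5–60 min / Benchmarks: neutral control DMSO, positive control TFP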
E-sel inducer: induces E-selectin expression in human endothelial cells; P16581; activation, % at 7.58 µM; 0.37% of 260,000 active; HUVEC E-selectin immunofluorescence imaging; normalized: neutral wells 0, TNF-alpha wells 100;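 active = mean E-selectin-positive cell signal at least 10% of the positive control, reached in at least 60% of replicates, without over 20% cell loss; inconclusive = no rule given, readout overlaps actives, possibly toxicity-flagged; inactive = the rest, including those meeting only one limit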;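 also: in these data hits start at about 27%; measured in HUVEC primary endothelial cells; signal is the percent of cells scored E-selectin positive by PE staining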
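Assay system: HUVEC primary endothelial cells. Input: 3,000 HUVEC seeded per well. Doses: one compound dose added by pin transfer. Read-out basis: % PE-positive cells. Benchmarks: TNF-alpha high, DMSO low. Detection: immunofluorescence imaging. Buffer or medium: EGM-2, gelatin.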
Statin myotox sup: protects C2C12 myotubes from simvastatin toxicity; ATP luminescence, 48 h; scaled: DMSO 0, geranylgeraniol control 100; rescue of ATP level, % at 7.49 µM; 0.78% of 330,000 active; AID 602340;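 active = mean ATP rescue above about 67%, or every replicate alone reaching that limit, limit read from the data, passing the limit was not always enough; inconclusive = no clear call, values can overlap the other calls; inactive = mean under the limit and some replicate under it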;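 also: myotubes were challenged with 10 µM simvastatin during compound exposure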
PglD DTNB: PglD (C. jejuni) enzyme inhibition. inhibition, % at 12.5 µM. purified PglD enzyme, DTNB colorimetric CoA detection. AID 602405. 0.098% of 360,000 active; in the data active = inhibition above about 16%, passing the limit was not always enough; inconclusive = no clear call, values can overlap the other calls; also: strong numbers were not always called active
DENV2 CPE rescue: protects cells from dengue virus 2 cytopathic effect | DENV2-infected cells, cytopathic effect rescue, plate reader | CPE inhibition, % at 9.99 µM | 1.7% of 350,000 active | AID 651640; in the data active = CPE inhibition above about 20%, passing the limit was not always enough; inconclusive = no clear call, values can overlap the other calls; tested in BHK-21 cells;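 also: 0% = median of neutral control wells and 100% = median of positive control wells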
ERp5 inh: inhibitors of human ERp5; ERp5 insulin aggregation, absorbance 650 nm, 90 min; 0.05% of 350,000 active; Q15084; inhibition, % at 9.99 µM;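 active = mean replicate inhibition above about 25%, with every replicate also reaching it, limit read from the data, passing the limit was not always enough; inconclusive = only one of those two criteria met; inactive = neither criterion met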
Target sequence (Q15084 whole entry, looked up): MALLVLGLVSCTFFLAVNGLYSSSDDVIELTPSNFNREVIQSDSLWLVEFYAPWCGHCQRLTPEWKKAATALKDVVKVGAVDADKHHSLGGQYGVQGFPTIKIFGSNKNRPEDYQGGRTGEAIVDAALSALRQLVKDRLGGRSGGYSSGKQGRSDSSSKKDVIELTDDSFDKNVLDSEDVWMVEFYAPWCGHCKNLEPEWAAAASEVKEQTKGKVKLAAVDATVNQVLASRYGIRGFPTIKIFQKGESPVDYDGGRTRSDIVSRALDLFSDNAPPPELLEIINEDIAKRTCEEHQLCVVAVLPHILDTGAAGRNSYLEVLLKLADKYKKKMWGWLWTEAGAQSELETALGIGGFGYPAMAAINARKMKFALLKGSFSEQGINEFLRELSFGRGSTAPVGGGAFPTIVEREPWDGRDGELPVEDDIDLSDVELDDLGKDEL
The depositor's hits bear a star; ? = inconclusive; · = not tested or not shown; & = joins results of further samples.

molecule	SIRT5 inh	S100A4 inh HTS	E-sel inducer	Statin myotox sup	PglD DTNB	DENV2 CPE rescue	ERp5 inh
COc1ccc2c3c([nH]c2c1)[C@H](CO)N(Cc1nccs1)CC31CN(Cc2cccnc2)C1	4	2	20	·	·	?	-8
O=C(NC[C@H]1CC[C@@H]2[C@@H](CN2C(=O)CN2CCOCC2)O1)NC1CCCCC1	0	-7	·	·	·	-5	-3
COc1ccc(-c2nc(-c3cccs3)no2)cc1	-2	-1	0.2	·	·	8	-3
Cc1nc(C(F)(F)F)ccc1C(=O)N1CCC1(C)C(=O)NCc1ccc(Cl)cc1 (stereo not given)	-1	3	-0.1	-7	14	69*	-1
O=C(COC(=O)C1(c2ccc(F)cc2)CCCC1)N1CCNC1=O	-4	-8	·	-2	6	7	-6
CCS(=O)(=O)Nc1ccc2c(c1)C(=O)N(C)[C@H]1CC[C@H](CC(=O)OC)O[C@@H]1CO2	-6	-2	0.0	·	·	8	-1
CC1CCN(C(=O)Cn2cc3c(n2)CCCC3)CC1	·	-5	·	0	0	-16	5
COc1cc2c(cc1OC)C(c1ccccc1)N(C(=O)c1ccccc1F)CC2 (stereo not given)	1	-1	-0.1	12	2	5	3
C[C@H](CO)N1C[C@H](C)[C@H](CN(C)S(=O)(=O)c2ccccc2C#N)OCc2ccccc2-c2ccccc2C1=O	·	-11	-3.5	-25	-1	2	2
COc1ccccc1CCNC(=O)c1ccccc1SCC(=O)N1CCCC1	-3	-3	·	0	4	2	-6
C/C(=N\NC(=O)c1ccc(N/N=C(\C)c2ccncc2)cc1)c1ccncc1	2	1	·	·	·	4	2
Cc1ccc(-c2cnc3c(c2)C(=O)N([C@H](C)CO)C[C@H](C)[C@H](CN(C)C(=O)c2cccc(F)c2)O3)cc1	1	7	-0.4	1	-1	6	0
CC1CN(C2=NC(=O)/C(=C/c3ccncc3)S2)CC(C)O1 (stereo not given)	-3	3	-0.4	6	-1	-4	-1
CCC1CCCCN1C(=O)CCS(=O)(=O)c1ccccc1 (stereo not given)	-3	3	-0.2	·	2	-5	-2
CCOC(=O)C1CCN(S(=O)(=O)c2c(C)n(C)c(=O)n(C)c2=O)CC1	-1	-3	·	5	6	2	-6
N#CC(Cc1ccccc1)(Cc1ccccc1)C(=O)NN	-10	40	·	-3	-1	10	0
O=C(Cc1ccccc1)N[C@H]1CC[C@H](CC(=O)N2CCOCC2)O[C@H]1CO	2	1	0.0	-12	9	1	-3
O=C(N[C@H]1C/C=C\C(c2cccc(F)c2)N(Cc2ccccc2)C(=O)C1)OCC1c2ccccc2-c2ccccc21 (stereo not given in full)	-1	18	·	3	7	0	-4
COc1ccc(NC(=O)Nc2ccc3c(c2)C(=O)N([C@@H](C)CO)C[C@@H](C)[C@@H](CN(C)C(=O)Nc2c(C)noc2C)O3)cc1	1	3	-0.1	1	1	9	1
COc1ccc(-c2[nH]ncc2-c2nc(C)cs2)c(O)c1	1	-3	·	-11	·	-9	-1
O=C(CCNC(=O)c1ccco1)Nc1cccc(C(F)(F)F)c1	·	-3	-0.2	-73	-2	0	0
CN(C)c1ccc(C(=O)Nc2ccc(O)c3c(=O)cc(-c4ccccc4Cl)oc23)cc1	0	-1	0.0	8	0	-6	2
C[C@H](NC(=O)[C@@H]1[C@@H](CO)[C@@H]2Cn3c(cccc3=O)[C@@H]2N1Cc1cccnc1)c1ccccc1	11	8	-0.1	-18	3	41*	-1
O=C(CC(CC(=O)c1ccc(Br)cc1)c1cccnc1)c1ccc(Br)cc1	-12	-20	0.0	·	-1	0	1
CC(C)C(NC(=O)/C(=C\c1ccco1)NC(=O)c1ccco1)C(=O)O (stereo not given)	0	1	·	-4	-7	1	13
C[C@@H]1CCCCO[C@H](CN(C)C(=O)c2ccccc2)[C@@H](C)CN([C@H](C)CO)C(=O)c2cc(NS(=O)(=O)c3ccc(F)cc3)ccc2O1	4	2	-0.3	·	-1	-4	1
Cc1noc(C)c1S(=O)(=O)Nc1ccc2c(c1)C(=O)N([C@H](C)CO)C[C@H](C)[C@@H](CN(C)S(=O)(=O)c1ccc(Cl)cc1)OCCCC[C@@H](C)O2	0	9	·	18	1	4	7
C=CCN1C[C@H](COC(=O)c2cccc(C)c2)Oc2cccc(F)c2S1(=O)=O	2	-1	·	·	·	-13	-5
OC1(C#CCCN2CCCCC2)c2ccccc2-c2ccccc21	-7	-6	2.6	-9	5	7	-3
COc1ccc(CN(C)C[C@@H]2Oc3ccc(NC(=O)Nc4ccccc4)cc3CC(=O)N([C@H](C)CO)C[C@@H]2C)cc1	3	-2	-0.1	6	-4	-7	-3
CCOC(=O)CSc1ccc(C(=O)NCCN2CCOCC2)cc1[N+](=O)[O-]	-2	9	0.9	2	0	-2	-2
COc1ccc(NC(=O)N(C)C[C@H]2OCCCC[C@H](C)Oc3ccc(NS(=O)(=O)c4ccc(F)cc4)cc3C(=O)N([C@@H](C)CO)C[C@@H]2C)cc1	11	6	0.3	·	-3	?	0
CC(OC(=O)Cn1cc(C(F)(F)F)ccc1=O)C(=O)NC(C)c1ccc(Cl)cc1Cl (stereo not given)	1	-1	0.0	6	4	-5	-11
O=C(C[C@@H]1C=C[C@H](NC(=O)NC2CCCCC2)[C@@H](CO)O1)NCc1ccccc1	1	1	-0.2	5	1	-8	-2
CC(C)C(=O)Nc1ccc2c(c1)C(=O)NC2=O	-17	-5	·	4	·	5	9
Cc1ccccc1Cn1c2ccccc2c2cnn(CC(=O)NCc3ccccn3)c(=O)c21	-10	2	·	3	2	-1	-9
Cc1c(C(=O)NCCC#N)sc(=O)n1Cc1ccc(F)cc1	·	-1	·	15	2	?	-4
CNC[C@H]1Oc2ccc(NS(=O)(=O)c3ccccc3)cc2CC(=O)N([C@@H](C)CO)C[C@@H]1C	1	0	-3.4	-17	-1	-1	-2
COc1ccc(C(C)=O)cc1Cn1cnc2c(cnn2C)c1=O	-1	-4	·	0	-9	-1	-5
Cc1ccc(-c2cc(C(F)F)n3ncc(C(=O)N4CCc5ccccc5C4)c3n2)cc1	-2	-4	-0.2	·	·	-8	6
CC(=O)Nc1ccc(S(=O)(=O)NCCSCc2ccco2)cc1	-1	-6	·	-12	0	-5	1
CCCNC(=O)C[C@H]1CC[C@@H]2[C@H](COc3ccc(NC(=O)c4cccc(C(F)(F)F)c4)cc3C(=O)N2C)O1	·	·	0.4	-1	0	·	·
Cc1nc2ccccc2c2oc(C(=O)NCCCN3CC(C)CC(C)C3)cc12 (stereo not given)	-3	8	·	-1	-3	11	6
O=[N+]([O-])c1ccccc1Nc1cccnc1	-1	-11	0.6	4	-3	?	1
COc1ccc(C(=O)Nc2ccc3c(c2)C(=O)N(C)C[C@@H](OC)[C@H](C)CN[C@@H](C)CO3)cc1	-12	7	0.1	-4	-1	11	2
Cc1ccc(S(=O)(=O)N2CCN(C(=O)c3cc4c(s3)CCCC4)CC2)c(C)c1	1	4	0.1	5	1	-3	-2
Cc1ccc(CN2CCN(CCC(C)C)C(CCO)C2)s1 (stereo not given)	-7	-2	·	·	·	0	1
CCCNC(=O)[C@@H]1[C@@H](CO)[C@@H]2Cn3c(cccc3=O)[C@@H]2N1CCC(F)(F)F	2	3	0.2	-3	0	0	8
COc1cc(CNCc2cc(OC)c(OC)c(OC)c2)cc(OC)c1	-2	2	0.7	-7	-11	-1	0
O=C(CSc1cn[nH]n1)Nc1ccc(O)c(C(=O)O)c1	-1	-7	-0.1	1	-3	-1	1

Further compounds:
molecule	SIRT5 inh	S100A4 inh HTS	E-sel inducer	Statin myotox sup	PglD DTNB	DENV2 CPE rescue	ERp5 inh
COC(=O)[C@@H](NC(=O)c1ccccc1OC1CCN(S(C)(=O)=O)CC1)C(C)C	-2	4	-0.1	-2	7	-2	1
Cc1cc(C)n2cc(CSc3ccccn3)nc2n1	-5	3	·	·	·	1	8
COC(=O)N/N=C/c1ccc(-c2cc(Cl)cc(Cl)c2)o1	1	-4	·	·	2	-3	4
COc1cc(C=NNC(=O)C(=O)Nc2cccc(Cl)c2)cc(OC)c1O	0	-13	2.0	·	3	0	0
O=C(C[C@@H]1CC[C@H](NS(=O)(=O)c2ccc(F)cc2)[C@@H](CO)O1)NC1CCC1	-5	-6	-0.9	3	0	-2	9
CCn1c2ccccc2c2cc(NC(=O)COC(=O)c3ccc(O)cc3)ccc21	0	-3	1.4	-46	-5	11	-6
COC(=O)CCC(=O)N1CCC(Oc2cccc(C(=O)NCc3ccccn3)c2)CC1	·	-6	-0.1	0	6	3	-3
COc1cc(C(=O)NNC(=O)/C=C/c2ccco2)cc(OC)c1OC	2	0	-1.3	0	2	4	6
CCOc1ccccc1-n1c(C)cc(C=O)c1C	1	2	1.8	8	4	-3	3
COC(=O)CSc1nc2ccc(C)cc2cc1C#N	-4	-4	·	·	·	2	4
CCCN(C)C[C@H]1Oc2cc(-c3ccccc3)ccc2S(=O)(=O)N([C@H](C)CO)C[C@H]1C	-2	-2	0.6	-85	-2	10	-4
CC1=C(C(=O)OC2CCCC2)C(c2coc3ccc(C)cc3c2=O)C2=C(CCCC2=O)N1 (stereo not given)	-2	-3	·	14	-4	10	-7
CCCN(CCC)C(=O)CSc1nc2ccccc2c(=O)n1CC1COc2ccccc2O1 (stereo not given)	-7	5	·	17	-2	·	-7
OC(COc1cccc(OCC(O)CN2CCOCC2)c1)CN1CCOCC1 (stereo not given)	-2&6	-4&-1	0.7	13&9	2&1	-4	3&-7
O=[N+]([O-])c1ccc(-[n+]2nc(-c3ccccc3)nn2-c2ccccc2)cc1	1	-2	0.0	-18	-4	-3	3
C[C@H]1CN([C@@H](C)CO)C(=O)c2cccc(NS(=O)(=O)c3ccc(Cl)cc3)c2O[C@@H]1CN(C)C(=O)Nc1ccc(F)cc1	-4	-5	0.5	16	0	3	-5
COCC(=O)N1CC(=O)N2[C@H](CO)[C@@H](c3ccc(C#CC4CCCC4)cc3)[C@H]2C1	1	13	-0.2	·	·	?	4
Cc1cc(NC(=O)c2sc(Nc3ccc(F)c(Cl)c3)nc2N)no1	-2	1	0.2	-12	2	-2	-5
CC(=O)Nc1ccc(S(=O)(=O)NCCCc2ccccc2)cc1	-1	-1	·	-9	-2	?	0
CCOc1ccc2nc(SCC(=O)Nc3nonc3C)[nH]c2c1	-3	0	4.7	·	·	2	0
CC(=O)Nc1ccc2c(c1)CCCC2=O	3	1	0.0	-5	-2	0	-2
C[C@H](CO)N1C[C@H](C)[C@H](CN(C)Cc2ccc(C(F)(F)F)cc2)Oc2ccc(NC(=O)Nc3cccc4ccccc34)cc2C1=O	1	-6	0.2	·	-3	14	-10
C[C@@H]1CN([C@H](C)CO)S(=O)(=O)c2ccc(-c3ccccc3)cc2O[C@@H]1CN(C)C(=O)Nc1ccccc1F	2	1	0.0	-26	1	-1	-5
CCC(=O)N(C)C[C@@H]1Oc2cc(-c3cccc(OC)c3)ccc2S(=O)(=O)N([C@@H](C)CO)C[C@@H]1C	-2	0	-0.3	-5	1	-1	-4
COCCN1CCN(Cc2cn(C)nc2-c2ccc(Oc3ccccc3)cc2)CC1	-4	-1	·	4	-3	8	1

Source: PubChem BioAssay (Broad Institute)

Some of the compounds tested; count on the stated rates, not on these rows.
